SDO1 yeast rescue: sdo1-depleted yeast growth rescue | S. cerevisiae sdo1-depleted JHY4D growth rescue, OD600 30 h; active compounds read high; pdr5 snq2 efflux-pump mutant strain | z-score at 10 µM | 140,000 tested, 0.21% active;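 active means z-score above 3 at both the 24 hr and the 30 hr optical density reads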;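 further: z-score against mean and SD of all compound wells on the same plate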
Insulin prom inh: TRM-6 insulin promoter activity inhibition | TRM-6 cells (human fetal islet line), insulin promoter-eGFP reporter, imaging; reporter expression induced with tamoxifen | inhibition, % at 2 µM | 130,000 tested, 0.9% active | AID 1273;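 active means inhibition above the mean plus 3 SD, with well images judged a real hit on visual review, cut at about 60% in these data, passing the limit was not always enough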
SDO1 yeast rescue Rescue 24 h: second read-out of SDO1 yeast rescue, no call of its own (marks repeat the call); z-score; S. cerevisiae sdo1-depleted JHY4D growth rescue, OD600; measured here: growth rescue at 24 h;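 0 is the plate mean of compound wells and units are plate SD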
* = called active by the depositor; nt = not tested or not shown; [ ] = remark or other dose.

SMILES | SDO1 yeast rescue | SDO1 yeast rescue Rescue 24 h | Insulin prom inh
CC1=C([N+](=O)[O-])C(c2cccc(Br)c2)C2=C(N1)c1ccccc1C2=O (stereo not given) | -1.9 | -1.2 | -20
Cc1nc(CN2CCCC2=NC#N)n(-c2ccccc2)n1 | 0.93 | 1.7 | nt
O=C(CC(NC(=O)c1ccccc1)c1ccccc1)Nc1ccc(F)c(F)c1 (stereo not given) | nt | nt | 15
Cc1nnc(NC(=O)Cc2cccs2)s1 | -0.75 | -0.19 | 36
CSc1cccc(NC(=O)COc2cccc3ccccc23)c1 | -0.27 | 0.53 | 73*
COc1cc2c(cc1OC)C(C(=O)NCc1cccnc1)C(c1cccnc1)N(C)C2=O (stereo not given) | 0.08 | -1.2 | nt
CN(CC(=O)N1CCN(c2ccccc2F)CC1)S(=O)(=O)c1cnc[nH]1 | 0.81 | -0.08 | 8
CCOC(=O)c1cc([N+](=O)[O-])sc1NC(=O)c1ccc(S(=O)(=O)N2CC3(C)CC2CC(C)(C)C3)cc1 (stereo not given) | 1 | 0.89 | 10
COCCOC(=O)C1=C(C)NC2=C(C(=O)CCC2)C1c1cc2c(cc1Br)OCO2 (stereo not given) | 0.22 | 0.06 | nt
O=C(Nc1cccnc1)c1ccccc1O | 1.6 | 2.1 | 18
COc1ccc(CNC(=O)C(C)N=C2NS(=O)(=O)c3ccccc32)cc1OC (stereo not given) | 0.18 | 0.85 | -3
Cc1ccc(-c2csc3nc[nH]c(=S)c23)cc1 | -1.7 | -0.78 | 7
CC(C)c1ccccc1NC(=O)COC(=O)COc1ccccc1[N+](=O)[O-] | nt | nt | 50
NC(=O)c1ccccc1OCC(=O)O | 0.82 | 0.45 | -11
O=C(NNC(=O)C1CCN(Cc2cccc(F)c2)CC1)c1cccs1 | nt | nt | 46
Cc1ccc(S(=O)(=O)N(C)c2ccc(OCC(=O)Nc3nc4ccccc4s3)cc2)cc1 | -0.41 | -0.64 | 25
COc1ccc(-c2nc(-c3cccc(C)c3)nc(Cl)c2C#N)cc1 | -1 | -0.18 | -127
CCOc1ccc(NC(=O)CCN2C(=S)NC(C)(C)CC2C)cc1 (stereo not given) | nt | nt | -33
COc1ccc(-c2nnc(SCCc3ccccc3)n2N)cc1 | -0.45 | -0.43 | -186
CCN(CCNC(=O)CN1CCN(Cc2ccc(Cl)cc2)C1=O)c1ccccc1 | 0.15 | -0.24 | 0
CCCCC(=O)NC(=S)NNC(=O)CC | -0.04 | -0.17 | -192
COc1ccc(S(=O)(=O)Nc2cc(C)ccc2OC)cc1C | -1.4 | -0.86 | -105
COc1ccc(C(=O)N[C@H](C(=O)Nc2ccc(OC)nc2)C(C)C)cc1 | 1.1 | 0.42 | -82
O=C(c1cccc(C(=O)N2CCN(c3ccccc3F)CC2)c1)N1CCN(c2ccccc2F)CC1 | 1.4 | 1.9 | -22
Clc1ccc(Nc2ncnc3ccc(Br)cc23)cc1 | -1.3 | -0.72 | -219

An excerpt of these results, with tabs.
SMILES	SDO1 yeast rescue	SDO1 yeast rescue Rescue 24 h	Insulin prom inh
CC1=C([N+](=O)[O-])C(c2cccc(Br)c2)C2=C(N1)c1ccccc1C2=O (stereo not given)	-1.9	-1.2	-20
Cc1nc(CN2CCCC2=NC#N)n(-c2ccccc2)n1	0.93	1.7	nt
O=C(CC(NC(=O)c1ccccc1)c1ccccc1)Nc1ccc(F)c(F)c1 (stereo not given)	nt	nt	15
Cc1nnc(NC(=O)Cc2cccs2)s1	-0.75	-0.19	36
CSc1cccc(NC(=O)COc2cccc3ccccc23)c1	-0.27	0.53	73*
COc1cc2c(cc1OC)C(C(=O)NCc1cccnc1)C(c1cccnc1)N(C)C2=O (stereo not given)	0.08	-1.2	nt
CN(CC(=O)N1CCN(c2ccccc2F)CC1)S(=O)(=O)c1cnc[nH]1	0.81	-0.08	8
CCOC(=O)c1cc([N+](=O)[O-])sc1NC(=O)c1ccc(S(=O)(=O)N2CC3(C)CC2CC(C)(C)C3)cc1 (stereo not given)	1	0.89	10
COCCOC(=O)C1=C(C)NC2=C(C(=O)CCC2)C1c1cc2c(cc1Br)OCO2 (stereo not given)	0.22	0.06	nt
O=C(Nc1cccnc1)c1ccccc1O	1.6	2.1	18
COc1ccc(CNC(=O)C(C)N=C2NS(=O)(=O)c3ccccc32)cc1OC (stereo not given)	0.18	0.85	-3
Cc1ccc(-c2csc3nc[nH]c(=S)c23)cc1	-1.7	-0.78	7
CC(C)c1ccccc1NC(=O)COC(=O)COc1ccccc1[N+](=O)[O-]	nt	nt	50
NC(=O)c1ccccc1OCC(=O)O	0.82	0.45	-11
O=C(NNC(=O)C1CCN(Cc2cccc(F)c2)CC1)c1cccs1	nt	nt	46
Cc1ccc(S(=O)(=O)N(C)c2ccc(OCC(=O)Nc3nc4ccccc4s3)cc2)cc1	-0.41	-0.64	25
COc1ccc(-c2nc(-c3cccc(C)c3)nc(Cl)c2C#N)cc1	-1	-0.18	-127

Remaining list, next part:
SMILES | SDO1 yeast rescue | SDO1 yeast rescue Rescue 24 h | Insulin prom inh
CC(/C=N/NC(=O)CCn1nnc2ccccc21)=C\c1ccccc1 | 0.07 | -0.63 | -26
COc1ccc(OC)c(Nc2ncnc3c2cnn3-c2ccccc2)c1 | -0.71 | -0.46 | 12
COc1ccc(CCn2c(-c3ccncc3)n[nH]c2=S)cc1OC | nt | nt | -37
CCCn1c(Sc2nnnn2-c2ccccc2)n[nH]c1=O | -0.7 | -0.84 | nt
COc1ccccc1/C=C/CN1CCC(CO)(Cc2ccccc2)CC1 | nt | nt | -52
CCn1c(C2CCN(Cc3ccccc3)CC2)n[nH]c1=S | nt | nt | 67
CCC(=O)N1COC[C@@H]1Cc1ccccc1 | 0.73 | 0.82 | 15
C/C(=N\NC(=O)Cc1ccc(Cl)cc1)c1ccccn1 | -1.9 | -1.2 | 0
COc1ccc(NC(=O)Nc2ccc(N3CCCC3=O)cc2)cc1OC | 0.09 | -0.63 | nt
COc1cc(OC)c(/C=N/NC(=O)c2ccncc2)cc1Br | nt | nt | -321
N#Cc1c(/N=C/c2ccc(Br)s2)sc2c1CCC2 | -0.16 | 2.2 | -219
O=C(O/N=C1\CCCc2ccccc21)c1ccc(F)cc1 | -0.33 | 0.58 | 14
CCOc1ccc(NS(=O)(=O)c2ccc3[nH]cc(C(=O)NCCOC)c(=O)c3c2)cc1 | 0.75[7.9 µM] | 0.36 | nt
O=C(CSc1nc2[nH]ncc2c(=O)n1-c1ccccc1Br)NCc1ccco1 | 0.55 | 0.67 | 52
CC(Sc1nnc(-c2cccnc2)n1-c1ccccc1)C(=O)NCc1ccc2c(c1)OCO2 (stereo not given) | 0.41 | -0.49 | -27
CN(C)CCC(=O)NCC1OCCc2ccccc21 (stereo not given) | 0.16 | -0.81 | 22
Cc1cc(C)c(NC(=O)c2ccoc2C)c(C)c1 | 0.34 | 0.43 | 29
O=C(CSc1nc2c(c(=O)n1-c1ccc(Cl)cc1)SCC2)NCC1CCCO1 (stereo not given) | 0.74 | 2 | nt
COC(=O)c1cccc(NS(=O)(=O)c2ccc(OC)c(OC)c2)c1C | 1.5 | 0.62 | 17
Cc1ccc(-c2nc3cnccn3c2Nc2ccccc2)o1 | 1.7 | 1.2 | nt
Fc1ccc(CNCc2ccccc2Cl)cc1 | nt | nt | 50
COc1cccc(C(=O)CSc2nnc(-c3cc(OC)cc(OC)c3)o2)c1 | -0.38 | 0.85 | 14
CC(c1ccccc1)C1CC(=O)N(c2ccc(C(=O)O)cc2)C1=O (stereo not given) | 0.79 | -0.26 | -37
Nc1c(N2CCCC2)cc(Cl)c2nonc12 | -0.05 | -0.76 | 0
CCOc1ccc(S(=O)(=O)NCc2ccccc2OC)cc1 | nt | nt | -18

(continued)
SMILES | SDO1 yeast rescue | SDO1 yeast rescue Rescue 24 h | Insulin prom inh
CC(C)COc1ccc(S(=O)(=O)NNC(=O)c2cc3ccccc3o2)cc1 | -1.5 | -1.3 | 8
COC(=O)c1c(NC(=O)c2ccccc2)sc2c1CC(C)(C)OC2 | 0.13 | 0.42 | -3
COc1ccc(C(=O)Nc2c(Cl)cc(Cl)cc2C(=O)NCCN2CCOCC2)cc1 | 1.4 | 0.57 | -38
O=C(Cn1nnc(-c2ccc(CN3CCOCC3)cc2)n1)N1CCCc2ccccc21 | 1.3 | 0.6 | -257
O=C(CSc1nnc(C2CC2)n1-c1ccccc1)NCCc1ccc(F)cc1 | 1.3 | 1.8 | -17
COc1ccc(C(=O)Nc2ccc(S(=O)(=O)NC(C)C)cc2)cc1 | 1.2 | 1.2 | 18
Cc1c(C(c2cccc(O)c2)c2c(C)n(C)n(-c3ccccc3)c2=O)c(=O)n(-c2ccccc2)n1C | 0.55 | 0.38 | -31
CCCCN(CC)C(=O)c1cc2cc3ccc(OC)cc3nc2o1 | -0.7 | -0.18 | 28
Cc1ccc(C(=O)NCCc2csc(-c3cccnc3)n2)cc1 | -0.78 | -0.92 | nt
Cc1cc(C)nc(NS(=O)(=O)c2ccc(NC(=O)CSc3nc(-c4ccccc4)c(C#N)c(=O)[nH]3)cc2)n1 | nt | nt | 45
Cc1cc(C)nc(N(C#N)CCOc2ccccc2)n1 | -0.37 | -0.41 | 50
CCOc1ccccc1OCCCCOc1ccccc1F | 0.45 | 0.16 | -10
Cc1ccc(S(=O)(=O)NCCNC(=O)c2ccccc2)cc1 | 0.83 | 0.92 | nt
O=C1c2ccccc2C(=O)N1CCn1c(=O)oc2ccccc21 | 1.1 | 0.84 | 38
CCOC(=O)C1=Nc2ccccc2C1=[N+]=[N-] | -2.8 | -1.8 | nt
CCOCCn1c(CN2CCC(Cc3ccccc3)CC2)nc2c1c(=O)n(C)c(=O)n2C | nt | nt | 41
O=C(N1CCOCC1)N1CCN(c2ccccc2)CC1 | 1.1 | 1.9 | -51
Cc1cc2oc(=O)cc(CN3CCN(Cc4ccccc4)CC3)c2cc1Cl | 0.81 | 0.6 | nt
CCCc1nc2ccccc2n1CCOC | 0.86 | -0.79 | nt
Cc1ccccc1CSCC(=O)Nc1c(C)n(C)n(-c2ccccc2)c1=O | 1.8 | 2.2 | 22
Oc1ccc(Cl)cc1C1=NNC(c2cc(Br)cc3c2OCOC3)C1 (stereo not given) | nt | nt | 50
COc1ccc(C(=O)N=c2sc3ccccc3n2C)cc1 | nt | nt | 47
Cn1nc(C(F)(F)F)c(C(=O)Nc2ccc(F)cc2F)c1Sc1ccc(C(F)(F)F)cc1 | -0.06 | -0.09 | 3
CCCC(=O)NCCc1cc2c(C)ccc(C)c2[nH]c1=O | 1.6 | 2 | nt
COC(=O)C(C)Sc1ccc2nnc(-c3cccc(F)c3)n2n1 (stereo not given) | -0.52 | -0.97 | nt

(continued)
SMILES | SDO1 yeast rescue | SDO1 yeast rescue Rescue 24 h | Insulin prom inh
CC1(c2ccccc2)NC(=O)N(CC(=O)NCCC2=CCCCC2)C1=O (stereo not given) | 0.45 | -0.76 | 12
C1CC1Cc1noc(CN2CCN(C3C4CC5CC(C4)CC3C5)CC2)n1 (stereo not given) | nt | nt | -13
Cc1ccc(NC(=O)CN2C(=O)N/C(=C/c3ccc(C)s3)C2=O)cc1 | -0.41 | 0.83 | -58
Cc1ccc2cc(CN(CCN3CCOCC3)Cc3nnnn3Cc3ccco3)c(=O)[nH]c2c1C | -0.39 | -0.52 | nt
CC(=O)Nc1cccc(C(=O)NC(C)c2ccc(S(N)(=O)=O)cc2)c1 (stereo not given) | 0.59 | -0.04 | 9
Cc1ccc(C)c(-n2c(N)c(C(N)=O)sc2=S)c1 | 0.18[15.2 µM] | -0.35 | 33
CC(C)(C)n1nnnc1C(c1cccs1)N(Cc1cccnc1)Cc1ccccc1Cl (stereo not given) | -2 | -0.84 | 29
NC(=O)C1CCN(c2nc(-c3ccc(Br)cc3)cs2)CC1 | -0.49 | -0.4 | 14
Cc1nc(SCCC(=O)O)c2ccccc2n1 | 0.63 | 0.15 | nt
Cc1ccc(C)c(NC(=O)C2C(c3ccccc3)C2(Cl)Cl)c1 (stereo not given) | -0.64 | 0.56 | nt
Cc1cc(C)nc(N2CCC(C(=O)NCC3CCCCC3)CC2)n1 | 0.22 | 1.5 | nt
Cc1ccc(C)c(NC2=C(Cl)C(=O)OC2OC(=O)c2ccco2)c1 (stereo not given) | 0.39 | 0.58 | -23
CCCc1noc(-c2ccc(-c3ccccc3)cc2)n1 | -0.2 | 0.28 | nt
O=C1CC(c2ccccc2)CCc2sccc2N1 (stereo not given) | -0.01 | 0.11 | -3
COCC(C)NCc1cccc([N+](=O)[O-])c1 (stereo not given) | 1.3 | 0.63 | nt
O=C(Nc1cccc(C(=O)N2CCN(c3cccc(Cl)c3)CC2)c1)c1ccccc1 | nt | nt | 15
COc1ccc(OCCCC(=O)Nc2ccc(N3CCOCC3)cc2)cc1 | nt | nt | -10
O=C(OCc1ccc2c(c1)OCO2)c1ccc(S(=O)(=O)N2CCCC2)cc1 | -0.79 | -0.48 | 54
Cn1ncc(Cl)c(Oc2ccc(C(C)(C)C)cc2)c1=O | -0.32 | -1.1 | nt
O=C(Nc1ccc(COc2ccccc2)cc1)c1cccc([N+](=O)[O-])c1 | -0.06 | 1.9 | 31
CC(C)c1nc(SCC(=O)N2c3ccccc3CC2C)c2ccccc2n1 (stereo not given) | -0.55 | -0.09 | nt
COc1cc(C)nc(Oc2ccc(=O)[nH]n2)n1 | -0.22 | -0.78 | 39
CCCCOC(=O)C(C)Oc1ccc(=O)n(-c2ccccc2)n1 (stereo not given) | -0.47 | -0.39 | nt
CC(Oc1ccccc1F)C(=O)Nc1ccc2ccccc2c1 (stereo not given) | -1.3 | -1.1 | 44
CCOC(=O)c1c(C)oc2c1c(C=NCC1CCCO1)c(O)c1ccccc12 (stereo not given) | -0.73 | 0.12 | 0
CC(C)=CC(=O)OCC(=O)NC1CCCc2ccccc21 (stereo not given) | nt | nt | 5
O=C(CS(=O)(=O)c1ccc(Cl)cc1)NCCS(=O)(=O)c1ccc(Cl)cc1 | nt | nt | -60
